PRC2 inh: EZH2/PRC2 methyltransferase inhibitors, primary screen, biochemical, DELFIA time-resolved fluorescence, single point. Histone-lysine N-methyltransferase EZH2 (Homo sapiens), Q15910. PRC2 H3K27 methylation, DELFIA TRF, 1 h. inhibition, % at 12.5 µM. 57,000 tested, 0.35% active;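 active = mean inhibition of replicates at least 50% and every single replicate also reaching 50%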;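 note: dimethyl H3K27 on biotinylated H3 21-44 peptide detected by antibody; plate controls were median neutral control wells for no effect and median positive control wells for full effect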
IDH1 mut inh: inhibitors of IDH1 R132H reductase, primary screen, biochemical, plate reader, single point; Isocitrate dehydrogenase [NADP] cytoplasmic (Homo sapiens), O75874; diaphorase/resazurin fluorescence, 60 min; inhibition, % at 10 µM; 70,000 tested, 0.18% active; AID 624101, 2012; in the data active = inhibition above about 34%;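 note: 0% = DMSO and 100% = no enzyme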
Target sequence (O75874 whole entry R132H): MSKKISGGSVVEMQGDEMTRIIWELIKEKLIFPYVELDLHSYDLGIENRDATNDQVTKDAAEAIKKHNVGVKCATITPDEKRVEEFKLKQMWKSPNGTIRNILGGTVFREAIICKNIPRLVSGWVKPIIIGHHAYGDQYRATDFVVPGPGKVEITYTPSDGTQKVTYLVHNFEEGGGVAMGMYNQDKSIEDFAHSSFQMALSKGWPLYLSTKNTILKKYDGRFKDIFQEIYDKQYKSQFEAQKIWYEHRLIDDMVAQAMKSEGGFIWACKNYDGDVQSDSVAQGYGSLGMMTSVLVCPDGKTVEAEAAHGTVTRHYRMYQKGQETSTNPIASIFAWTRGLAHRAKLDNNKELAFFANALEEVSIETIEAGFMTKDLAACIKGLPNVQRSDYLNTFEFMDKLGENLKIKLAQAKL
* marks the source's active call; other numbers are inactive results; . = no result given. An excerpt; rates above refer to the full screens.

Structure	PRC2 inh	IDH1 mut inh
O=C(CSc1ccccc1)Nc1cccc(Oc2ccc3c(c2)C(=O)NC3=O)c1	17.7	-0.2
COc1ccc(NC(=O)Nc2ccc3c(c2)C(=O)N([C@H](C)CO)C[C@@H](C)[C@@H](CN(C)C(=O)Nc2ccc(OC)cc2)OCCCC[C@@H](C)O3)cc1	.	1.6
Cc1noc(C)c1S(=O)(=O)Nc1ccc2c(c1)C(=O)N([C@@H](C)CO)C[C@H](C)[C@@H](CN(C)C(=O)C1CCCCC1)OCCCC[C@@H](C)O2	.	1.3
CO[C@H](C(=O)N(C)C[C@@H]1OCc2ccccc2-c2c(n(C)c3ccccc23)C(=O)N([C@@H](C)CO)C[C@@H]1C)c1ccccc1	-2.4	1.1
CO[C@H](CN(C)Cc1ccc(-c2ccccn2)cc1)[C@@H](C)CN(C(=O)Nc1ccc(F)cc1)[C@H](C)CO	2.6	-0.2
C[C@@H]1CCCCO[C@H](CN(C)Cc2ccncc2)[C@@H](C)CN([C@H](C)CO)C(=O)c2cc(NS(=O)(=O)c3cn(C)cn3)ccc2O1	.	3.5
C[C@@H]1CN([C@@H](C)CO)C(=O)c2cc(-c3ccccc3)cnc2O[C@@H]1CN(C)C(=O)Cc1cccnc1	0.6	-1.1
C[C@@H]1CN([C@H](C)CO)C(=O)Cc2cc(NC(=O)NC3CCCCC3)ccc2O[C@H]1CN(C)S(=O)(=O)c1cn(C)cn1	.	3.3
O=C(C1=C[C@@H](C2CC2)C[C@@H](OCc2ccc(CO)cc2)O1)N1CCOCC1	-0.8	.
O=C(C[C@H]1C[C@@H]2c3cc(NS(=O)(=O)c4ccc(F)cc4)ccc3O[C@@H]2[C@H](CO)O1)NCCc1ccccc1	4.0	-0.1
C[C@H]1CN([C@@H](C)CO)C(=O)c2cc(NS(=O)(=O)c3ccc(Cl)cc3)ccc2O[C@@H]1CN(C)Cc1ccc(-c2ccccc2)cc1	.	-1.9
COCC(=O)Nc1ccc2c(c1)OC[C@H](C)N(C(=O)c1ccccc1F)C[C@@H](C)[C@@H](OC)CN(C)C2=O	-1.2	0.3
CC(C)NC(=O)N(C)C[C@@H]1Oc2ccc(NC(=O)Nc3ccc(C(F)(F)F)cc3)cc2C(=O)N([C@H](C)CO)C[C@H]1C	1.9	1.0
C/C=C1/CN2CCC1C(CO)(C(=O)OC)c1[nH]c3ccccc3c1C2 (centres undefined)	-22.3	0.4
COc1ccccc1NC(=O)N[C@H]1CC[C@@H](CCn2cc(C3(O)CCCC3)nn2)O[C@@H]1CO	0.4	-0.6
CCCNC(=O)N[C@H]1C=C[C@H](CC(=O)NCCc2ccccc2)O[C@H]1CO	-8.4	0.0
C[C@@H]1CN([C@@H](C)CO)C(=O)CCCn2cc(nn2)CO[C@@H]1CN(C)C(=O)CCCN(C)C	.	2.5
CO[C@@H]1CC[C@H]2CCOc3c(C#N)cccc3C(=O)N(C)C[C@H](C)C(=O)N(C)C[C@@H]1O2	3.8	0.2
C[C@@H]1CCCCO[C@H](CN(C)C(=O)c2ccccc2)[C@@H](C)CN([C@H](C)CO)C(=O)c2cc(NS(=O)(=O)c3ccccc3)ccc2O1	.	-0.7
O=C(Nc1ccc(Cl)cc1)N[C@H]1CC[C@@H](CCNS(=O)(=O)c2ccccc2F)O[C@@H]1CO	6.9	0.0
COc1ccc(C#Cc2ccc3c(c2)[C@]2(C(=O)N3)[C@H](c3ccc(OCCO)cc3)N3[C@H](c4ccccc4)[C@H](c4ccccc4)OC(=O)[C@H]3[C@@H]2C(N)=O)cc1	-32.5	-0.1
C[C@@H]1CN([C@@H](C)CO)C(=O)c2cc(NC(=O)Nc3ccc4c(c3)OCO4)ccc2O[C@H]1CN(C)C(=O)Nc1ccccc1	.	-2.4
COCCOC(=O)N1C(=O)[C@@]2(c3ccccc31)[C@H](c1ccc(O)cc1)N1[C@H](c3ccccc3)[C@H](c3ccccc3)OC(=O)[C@H]1[C@@H]2C(=O)NC[C@H](O)c1ccccc1	-9.0	.
COc1c(N2CCNC(C)C2)c(F)cc2c(=O)c(C(=O)O)cn(C3CC3)c12 (centres undefined)	.	0.5
CC(C)NC(=O)Nc1cccc2c1O[C@H](CN(C)S(=O)(=O)c1cn(C)cn1)[C@H](C)CN([C@@H](C)CO)C2=O	.	0.5

(cont.)
Structure	PRC2 inh	IDH1 mut inh
CO[C@H]1CN(C)C(=O)c2cc(NS(=O)(=O)CC(F)(F)F)ccc2OC[C@H](C)N(C)C[C@@H]1C	-6.0	0.3
COc1ccc(S(=O)(=O)N(C)C[C@H]2Oc3ccc(NC(=O)Nc4ccccc4)cc3C(=O)N([C@@H](C)CO)C[C@@H]2C)cc1	.	0.4
C[C@@H]1CN([C@@H](C)CO)C(=O)c2cccc(NS(=O)(=O)c3ccc(F)cc3)c2O[C@@H]1CN(C)C(=O)Nc1ccccc1	.	-3.8
COC(=O)C[C@H]1C[C@H]2c3cc(NC(=O)Nc4ccccc4F)ccc3O[C@H]2[C@@H](CO)O1	-16.3	0.5
COc1ccc(NC(=O)N(C)C[C@@H]2Oc3ncc(-c4cccc(C(F)(F)F)c4)cc3C(=O)N([C@H](C)CO)C[C@@H]2C)cc1	-19.0	-0.6
CCCC#Cc1cnc2c(c1)C(=O)N([C@@H](C)CO)C[C@H](C)[C@H](CN(C)C(=O)Nc1cc(F)ccc1F)O2	-11.7	0.0
CO[C@@H]1CN(C)C(=O)c2cc(NS(=O)(=O)c3c(C)noc3C)ccc2OC[C@@H](C)NC[C@@H]1C	-4.1	-0.1
CS(=O)(=O)Nc1ccc2c(c1)[C@@H]1C[C@@H](CC(=O)NCc3cccnc3)O[C@H](CO)[C@@H]1O2	1.5	-0.3
COc1ccc(S(=O)(=O)N(C)C[C@H]2Oc3ccc(NS(=O)(=O)c4c(C)noc4C)cc3CC(=O)N([C@@H](C)CO)C[C@@H]2C)cc1	.	-0.1
Cc1cc(C(=O)Nc2cccc3c2O[C@@H](CN(C)C(=O)NC(C)C)[C@@H](C)CN([C@@H](C)CO)C3=O)n(C)n1	.	2.3
CCCC(=O)Nc1ccc2c(c1)C(=O)N(C)C[C@H](OC)[C@@H](C)CN(CC1CCOCC1)[C@@H](C)CO2	-6.3	0.0
CCNC(=O)C[C@@H]1C=C[C@H](NC(=O)C2CCC2)[C@@H](CO)O1	2.8	0.3
C[C@H](CO)N1C[C@H](C)[C@@H](CN(C)C(=O)c2ccc(F)cc2)Oc2ncc(C3=CCCC3)cc2C1=O	.	1.7
CC(C)C#Cc1ccc2c(c1)O[C@H](CN(C)C(=O)Nc1ccccc1)[C@@H](C)CN([C@H](C)CO)S2(=O)=O	5.1	.
COc1ccc(NC(=O)N[C@H]2C=C[C@H](CC(=O)NCc3ccccn3)O[C@H]2CO)cc1	-4.3	0.2
Cc1noc(C)c1NC(=O)Nc1cccc2c1O[C@H](CN(C)Cc1ccccc1)[C@@H](C)CN([C@@H](C)CO)C2=O	8.1	.
COc1ccc(CN(C)C[C@H]2Oc3c(NC(=O)Nc4cccc5ccccc45)cccc3C(=O)N([C@H](C)CO)C[C@H]2C)cc1	-7.1	-1.0
C[C@H]1CN([C@@H](C)CO)C(=O)c2cc(-c3ccc(C#N)cc3)cnc2O[C@@H]1CN(C)CC1CCCCC1	-8.1	0.1
C[C@H](CO)N1C[C@H](C)[C@@H](CN(C)S(=O)(=O)c2cccs2)Oc2ccc(NC(=O)Nc3ccc(C(F)(F)F)cc3)cc2CC1=O	.	0.1
C[C@H]1CN([C@@H](C)CO)C(=O)Cc2cc(NC(=O)Nc3ccc(F)cc3)ccc2O[C@H]1CN(C)Cc1ccc(-c2ccccc2)cc1	.	-1.0
CCCn1c(SCc2nc(-c3cccs3)no2)nnc1-c1ccncc1	-13.8	-0.4
COc1ccc(CN(C)C[C@@H]2Oc3ccc(NS(=O)(=O)c4ccc(F)cc4)cc3CC(=O)N([C@H](C)CO)C[C@H]2C)cc1	7.4	-0.3
C[C@@H](O)C#Cc1ccc2c(c1)O[C@@H](CN(C)CC1CCOCC1)[C@@H](C)CN([C@@H](C)CO)S2(=O)=O	25.2	-2.8
C[C@H]1CN([C@@H](C)CO)C(=O)c2cc(/C=C/c3ccccc3)cnc2O[C@H]1CN(C)Cc1ccccc1F	.	0.2
C[C@H](CO)N1C[C@H](C)[C@H](CN(C)C(=O)Nc2ccc3c(c2)OCO3)Oc2ncc(Br)cc2C1=O	4.8	18.6

Pulled by compound from above (2):
Structure	PRC2 inh	IDH1 mut inh
C[C@H]1CN([C@@H](C)CO)C(=O)Cc2cc(NC(=O)Nc3ccc(F)cc3)ccc2O[C@H]1CN(C)Cc1ccc(-c2ccccc2)cc1	.	-1.0
CCNC(=O)C[C@@H]1C=C[C@H](NC(=O)C2CCC2)[C@@H](CO)O1	2.8	0.3

A few values from the list:
IDH1 mut inh, `C[C@H](CO)N1C[C@H](C)[C@@H](CN(C)C(=O)c2ccc(F)cc2)Oc2ncc(C3=CCCC3)cc2C1=O` stands at 1.7
IDH1 mut inh, `COc1ccc(CN(C)C[C@@H]2Oc3ccc(NS(=O)(=O)c4ccc(F)cc4)cc3CC(=O)N([C@H](C)CO)C[C@H]2C)cc1` stands at -0.3
IDH1 mut inh, `CCCC#Cc1cnc2c(c1)C(=O)N([C@@H](C)CO)C[C@H](C)[C@H](CN(C)C(=O)Nc1cc(F)ccc1F)O2` stands at 0.0
IDH1 mut inh, `C[C@H](CO)N1C[C@H](C)[C@H](CN(C)C(=O)Nc2ccc3c(c2)OCO3)Oc2ncc(Br)cc2C1=O` stands at 18.6

Additional compounds follow:
Structure	PRC2 inh	IDH1 mut inh
COc1ccc(NC(=O)Nc2ccc3c(c2)[C@@H]2C[C@@H](CC(=O)NC4CCCC4)O[C@H](CO)[C@@H]2O3)cc1	-2.3	0.1
O=C(N[C@@H]1CC[C@H](CCNS(=O)(=O)c2ccc(Cl)cc2)O[C@H]1CO)c1ccccn1	-0.5	-0.4
C=CC1CCC(N(Cc2ccccc2)S(=O)(=O)c2ccc(C)cc2)C(O)C1 (centres undefined)	24.7	0.2
C[C@H](CO)N1C[C@H](C)[C@@H](CN(C)Cc2ccncc2)Oc2c(NC(=O)Nc3ccc(C(F)(F)F)cc3)cccc2C1=O	.	3.9
Cc1c(Cl)cccc1NC(=O)CSc1nnc(-c2ccc(NC(=O)c3ccccc3Br)cc2)n1C	-3.3	-0.3
Cc1noc(C)c1NC(=O)NCC[C@H]1CC[C@@H](NC(=O)c2ccc(F)cc2)[C@@H](CO)O1	-6.0	-0.2
C[C@@H]1CN([C@@H](C)CO)C(=O)Cc2cc(NC(=O)Nc3ccc4c(c3)OCO4)ccc2O[C@H]1CN(C)Cc1ccc(-c2ccccc2)cc1	.	0.4
CC(=O)N[C@@H]1CC[C@H](CC(=O)NCC2CCCCC2)O[C@@H]1CO	3.8	0.2
COc1ccccc1-c1ccc2c(c1)O[C@@H](CN(C)C(=O)c1ccccc1)[C@@H](C)CN([C@@H](C)CO)S2(=O)=O	12.2	-1.4
Cc1ccc(S(=O)(=O)Nc2cccc3c2O[C@@H](CN(C)Cc2ccc(C(=O)O)cc2)[C@@H](C)CN([C@H](C)CO)C3=O)cc1	.	-3.2
Cc1ccc(-n2c(SCC(N)=O)nnc2-c2cccs2)cc1	-3.2	3.3
C/C=C/c1cnc2c(c1)C(=O)N([C@H](C)CO)C[C@H](C)[C@H](CN(C)Cc1ccncc1)O2	.	0.6
C[C@@H]1CN([C@@H](C)CO)C(=O)c2ccccc2-c2ccccc2CO[C@H]1CN(C)C(=O)Nc1cccc(F)c1	-16.2	.
Cc1ccc(S(=O)(=O)Nc2ccc3c(c2)CC(=O)N([C@H](C)CO)C[C@H](C)[C@@H](CN(C)Cc2ccc(Cl)c(Cl)c2)O3)cc1	.	1.1
COc1cccc(-c2ccc3c(c2)O[C@H](CN(C)Cc2cccnc2)[C@H](C)CN([C@@H](C)CO)S3(=O)=O)c1	-7.4	4.2
COc1ccc(NC(=O)Nc2ccc3c(c2)C(=O)N([C@@H](C)CO)C[C@H](C)[C@@H](CN(C)C(=O)Nc2ccccc2)O3)cc1	.	0.2
C=CC[C@]1(C(=O)NCCCOC)COC(c2ccc(OCCCO)cc2)=N1	-0.3	.
C[C@H](CO)N1C[C@H](C)[C@@H](CN(C)Cc2ccccc2)Oc2ncc(C#CC3(O)CCCC3)cc2C1=O	-5.9	0.5
C[C@H]1CN([C@@H](C)CO)C(=O)c2cc(-c3ccccc3F)cnc2O[C@@H]1CN(C)C(=O)C1CCOCC1	12.9	-4.7
Cc1noc(C)c1NC(=O)N(C)C[C@H]1Oc2ccc(NC(=O)Cc3ccccc3)cc2CC(=O)N([C@@H](C)CO)C[C@@H]1C	-6.1	0.0
Cc1ccc(S(=O)(=O)Nc2ccc3c(c2)CC(=O)N([C@@H](C)CO)C[C@H](C)[C@H](CN(C)S(C)(=O)=O)O3)cc1	.	0.1
Cc1ccc(S(=O)(=O)N(C)C[C@H]2Oc3ccc(NC(=O)Cc4cn(C)c5ccccc45)cc3C(=O)N([C@H](C)CO)C[C@H]2C)cc1	.	-5.9
C[C@H](CO)N1C[C@H](C)[C@H](CN(C)Cc2ccc(Cl)c(Cl)c2)Oc2c(NS(C)(=O)=O)cccc2C1=O	2.0	0.5
CSc1ccccc1NC(=O)CN(c1cc(Cl)ccc1C)S(C)(=O)=O	-1.3	-0.2

Compound profiles, as listed above. Screens in order: PRC2 inh	IDH1 mut inh
C[C@H](CO)N1C[C@H](C)[C@H](CN(C)Cc2ccc(Cl)c(Cl)c2)Oc2c(NS(C)(=O)=O)cccc2C1=O is entered as 2.0	0.5
C/C=C/c1cnc2c(c1)C(=O)N([C@H](C)CO)C[C@H](C)[C@H](CN(C)Cc1ccncc1)O2 is entered as .	0.6

From PubChem BioAssay
